Compound activity deposited in PubChem by several laboratories.
FBA Mtb inh = inhibitors of M. tuberculosis fructose-bisphosphate aldolase. purified M. tuberculosis FBA, fluorescence read-out. P9WQA3. 360,000 compounds, 2.3% hits. inhibition, % at 1 µM; in the data active = inhibition above about 27%;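 also: 0% = vehicle and 100% = reference inhibitor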
Target sequence (P9WQA3 whole entry, looked up): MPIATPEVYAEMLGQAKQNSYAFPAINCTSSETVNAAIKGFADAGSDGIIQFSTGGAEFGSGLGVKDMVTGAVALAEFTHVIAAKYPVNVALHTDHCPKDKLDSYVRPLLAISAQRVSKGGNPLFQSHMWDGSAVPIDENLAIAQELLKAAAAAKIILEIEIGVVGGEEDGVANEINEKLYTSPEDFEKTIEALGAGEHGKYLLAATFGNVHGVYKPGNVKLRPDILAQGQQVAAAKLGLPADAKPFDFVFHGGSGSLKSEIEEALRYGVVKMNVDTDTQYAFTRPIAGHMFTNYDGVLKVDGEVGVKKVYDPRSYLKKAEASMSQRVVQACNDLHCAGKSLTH
BioA inh = blocks M. tuberculosis BioA enzyme activity | purified M. tuberculosis BioA enzyme, plate reader | inhibition, % at 9.99 µM | 360,000 compounds, 0.096% hits; in the data active = inhibition above about 40%; inconclusive = no clear call, values can overlap the other calls
FadD28 binding = inhibitors of Mycobacterium tuberculosis FadD28 bisubstrate binding | 360,000 compounds, 0.22% hits | inhibition, % at 12.5 µM | FadD28 bisubstrate probe binding, fluorescence polarization; in the data active = inhibition above about 8.5%, passing the limit was not always enough; inconclusive = no clear call, values can overlap the other calls
Anthrax LF inh2 = inhibitors of Bacillus anthracis lethal factor protease | P15917 | multiplex microsphere protease cleavage assay, LF | inhibition, % at 10 µM | 360,000 compounds, 0.12% hits | AID 588501; also: plate controls were buffer without enzyme for full effect and enzyme alone for no effect
GDH-TPI counter = counter-screen for M. tuberculosis FBA inhibitors: GDH-TPI coupled enzymes | GDH-TPI coupled enzyme counterscreen, NADH absorbance | inhibition, % at 4.8 µM | 360,000 compounds, 1.2% hits; in the data active = inhibition above about 30%;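 also: 0% = DMSO wells and 100% = wells lacking the enzyme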
UGM FP inh = inhibitors of M. tuberculosis UDP-galactopyranose mutase; purified UGM, fluorescence polarization probe displacement; inhibition, % at 10 µM; P9WIQ1; 320,000 compounds, 0.06% hits; in the data active = inhibition above about 10%, passing the limit was not always enough; inconclusive = no clear call, values can overlap the other calls
Target sequence (P9WIQ1 whole entry, looked up): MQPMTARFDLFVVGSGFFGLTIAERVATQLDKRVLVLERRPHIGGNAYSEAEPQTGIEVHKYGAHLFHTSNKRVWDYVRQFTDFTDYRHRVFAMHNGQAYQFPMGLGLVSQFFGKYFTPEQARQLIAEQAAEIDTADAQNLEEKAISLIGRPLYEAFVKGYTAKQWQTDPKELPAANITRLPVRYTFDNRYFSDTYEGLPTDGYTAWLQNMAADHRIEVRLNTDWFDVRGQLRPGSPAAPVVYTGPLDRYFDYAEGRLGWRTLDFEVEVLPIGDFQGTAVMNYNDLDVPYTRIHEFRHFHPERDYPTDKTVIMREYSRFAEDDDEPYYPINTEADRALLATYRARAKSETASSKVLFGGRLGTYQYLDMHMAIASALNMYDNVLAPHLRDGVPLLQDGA
PfHsp40 yeast = rescue of PfHsp40-mediated yeast toxicity | S. cerevisiae expressing PfHsp40, growth rescue, ATP luminescence | growth rescue, % at 12.5 µM | 340,000 compounds, 0.68% hits | AID 504582; in the data active = growth rescue above about 28%, passing the limit was not always enough; inconclusive = no clear call, values can overlap the other calls;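 also: yeast W303a lacking pdr1 and pdr3 grown in galactose medium; growth measured after three days at 30 °C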
BoNT F protease = inhibitors of Botulinum neurotoxin F light chain protease; Multiplex microsphere protease cleavage assay, flow cytometry; 360,000 compounds, 0.22% hits; inhibition, % at 10 µM; in the data active = inhibition above about 35%, passing the limit was not always enough; inconclusive = no clear call, values can overlap the other calls; also: plate controls were buffer without enzyme for full effect and enzyme alone for no effect
BoNT A protease = BoNT A light chain protease inhibition; multiplex microsphere protease substrate cleavage, flow cytometry; inhibition, % at 10 µM; 360,000 compounds, 0.17% hits; also: plate controls were buffer without enzyme for full effect and enzyme alone for no effect
Numbers without * were called inactive; & = joins results of further samples. Rule as the data show it, unless noted: active = inhibition above about 30%; inconclusive = no clear call, values can overlap the other calls; inactive = below that.

CC(Sc1nnnn1-c1ccccc1)C(=O)NC1CCCC1 (configuration not stated) was read as FBA Mtb inh -1, BioA inh -0.7, FadD28 binding -1.1, Anthrax LF inh2 -4, GDH-TPI counter 2, UGM FP inh -0.1, PfHsp40 yeast 0.9, BoNT F protease 0 and BoNT A protease 4.7.
For C=C(C)COc1ccc(-c2[nH]ncc2Oc2ccccc2OCC)c(O)c1 the results were FBA Mtb inh -2, BioA inh -0.3, FadD28 binding -3.1, Anthrax LF inh2 -1, GDH-TPI counter 4, UGM FP inh 1.0, PfHsp40 yeast 0.1, BoNT F protease 4 and BoNT A protease -0.3.
`O=C(c1ccco1)N1CCN(c2ccc([N+](=O)[O-])cc2Cl)CC1` gave FBA Mtb inh -5, FadD28 binding -3.8, Anthrax LF inh2 -1, GDH-TPI counter 15, UGM FP inh -5.2, PfHsp40 yeast -0.3, BoNT F protease 1 and BoNT A protease 0.2.
`COc1ccc(C2NC(c3ccc(OC)cc3OC)C(C)C(=O)C2C)c(OC)c1` (configuration not stated) gave FBA Mtb inh 1, FadD28 binding -4.7, Anthrax LF inh2 -7, GDH-TPI counter -3, UGM FP inh 0.4, PfHsp40 yeast 0.7, BoNT F protease 2 and BoNT A protease 0.6.
For CC1CCc2cc(F)ccc2N1C(=O)c1cc2nc(-c3ccco3)cc(C(F)(F)F)n2n1 (configuration not stated) the results were FBA Mtb inh 2, BioA inh 0.3, FadD28 binding -3.0, Anthrax LF inh2 -2, GDH-TPI counter 4, UGM FP inh -0.6, PfHsp40 yeast -0.4, BoNT F protease -6 and BoNT A protease 0.5.
Screening Cc1ccc(C)c(NC(=O)CN(C)C(=O)c2ccc(S(=O)(=O)N3CCCCCC3)cc2)c1 returned FBA Mtb inh 0, BioA inh 1.1, FadD28 binding -0.5, Anthrax LF inh2 -5, GDH-TPI counter -1, UGM FP inh -1.1, PfHsp40 yeast -0.6, BoNT F protease 0 and BoNT A protease -0.7.
O=C(NCC1CCCO1)c1ccc(-c2ccccc2Cl)o1 (configuration not stated) was read as FBA Mtb inh 4, BioA inh -0.5, FadD28 binding -0.2, Anthrax LF inh2 1, GDH-TPI counter 3, UGM FP inh 0.1, PfHsp40 yeast -0.2, BoNT F protease 10 and BoNT A protease 2.7.
For COc1ccc(CNCCCSc2ncccn2)c(OC)c1 the results were FBA Mtb inh 5, BioA inh 2.2, FadD28 binding -0.9, Anthrax LF inh2 -3, GDH-TPI counter -6, UGM FP inh 1.9, PfHsp40 yeast 2.2, BoNT F protease inconclusive and BoNT A protease 0.0.
For COc1cnc(NS(=O)(=O)c2ccc(N)cc2)nc1 the results were FBA Mtb inh 6, BioA inh -0.1, FadD28 binding -1.6, Anthrax LF inh2 -13, GDH-TPI counter 11, UGM FP inh -2.9, PfHsp40 yeast -0.7, BoNT F protease -15 and BoNT A protease -1.5.
For CC(C)(C)S(=O)(=O)/C(C#N)=C/c1cccn1S(=O)(=O)c1ccccc1 the results were FBA Mtb inh -1, BioA inh 0.3, FadD28 binding -1.4, Anthrax LF inh2 -11, GDH-TPI counter 29, BoNT F protease -13 and BoNT A protease -1.2.
Screening COc1ccc(CCNC(=O)COC(=O)c2ncc(Cl)c(Cl)c2Cl)cc1OC returned FBA Mtb inh 2, BioA inh 0.7, FadD28 binding -2.7, Anthrax LF inh2 -4, GDH-TPI counter -1, PfHsp40 yeast 0.0, BoNT F protease -5 and BoNT A protease 0.3.
`CC(Sc1ccc(S(=O)(=O)N(C)C)cn1)C(=O)NC1CCCC1` (configuration not stated) gave FBA Mtb inh 2, BioA inh -0.1, FadD28 binding -2.2, Anthrax LF inh2 1, GDH-TPI counter 8, UGM FP inh -17, PfHsp40 yeast 0.5, BoNT F protease -1 and BoNT A protease 0.3.
For COc1ccccc1NC(=O)CSc1nnnn1-c1ccccc1OC the results were FBA Mtb inh 0, BioA inh -1.5, FadD28 binding -3.8, Anthrax LF inh2 -1, GDH-TPI counter 6, UGM FP inh 1.4, PfHsp40 yeast -0.4, BoNT F protease inconclusive and BoNT A protease 1.2.
`CS(=O)(=O)N1CCC(NC(=O)Nc2ccc(OC(F)(F)F)cc2)CC1` gave FBA Mtb inh -1, BioA inh 0.5, FadD28 binding -2.8, Anthrax LF inh2 -4, GDH-TPI counter 7, UGM FP inh 0.9, PfHsp40 yeast -0.4, BoNT F protease -6 and BoNT A protease -0.6.
Screening CCN(CC)S(=O)(=O)c1ccc(C(C)NC(=O)C2CCCN2C(=O)c2cccs2)cc1 (configuration not stated) returned FBA Mtb inh -2, BioA inh -1.5, FadD28 binding -1.9, Anthrax LF inh2 -7, GDH-TPI counter 4, UGM FP inh 1.2, PfHsp40 yeast 1.0, BoNT F protease -14 and BoNT A protease -0.7.
`CCN(CC)C(=O)c1ccccc1NC(=O)CN1C(=O)c2ccccc2S1(=O)=O` gave FBA Mtb inh 4, BioA inh -0.4, FadD28 binding -2.8, Anthrax LF inh2 -2, GDH-TPI counter -2, UGM FP inh -1.9, PfHsp40 yeast -0.9, BoNT F protease 10 and BoNT A protease 0.7.
`COc1cccc(CNc2ncc(-c3ccccc3)n2C)c1` gave FBA Mtb inh 4, BioA inh -1.0, FadD28 binding 2.0, Anthrax LF inh2 -3, GDH-TPI counter 24, UGM FP inh -0.5, PfHsp40 yeast -1.2, BoNT F protease -20 and BoNT A protease -1.8.
`Cc1ccccc1NC(=O)/C(C#N)=C\c1cccnc1` gave FBA Mtb inh -2, BioA inh 0.9, FadD28 binding 0.0, Anthrax LF inh2 0, GDH-TPI counter 11, UGM FP inh -1.8, PfHsp40 yeast 0.1, BoNT F protease -6 and BoNT A protease inconclusive.
Screening Cc1ccc(N2CC(C(=O)N3CCC4(CC3)CC(=O)c3ccccc3O4)CC2=O)cc1C (configuration not stated) returned FBA Mtb inh 14, BioA inh 9.0, FadD28 binding -1.1, Anthrax LF inh2 4, GDH-TPI counter 7, UGM FP inh -0.9, PfHsp40 yeast -1.2, BoNT F protease -11 and BoNT A protease 1.3.
Screening O=C(Cn1c(=O)oc2ccccc21)Nc1cccc(Cl)c1 returned FBA Mtb inh 0, BioA inh -0.8, FadD28 binding 11*, GDH-TPI counter 16, UGM FP inh -3.3 and PfHsp40 yeast 0.0.
CCNC(=S)NNC(=O)c1nn(C)c(C)c1Cl was read as FBA Mtb inh 2, FadD28 binding -0.7, Anthrax LF inh2 -2, GDH-TPI counter 3, UGM FP inh 5.1, PfHsp40 yeast -0.5, BoNT F protease -1 and BoNT A protease 0.4.
COc1ccc(C(=O)N2CCN(S(=O)(=O)c3ccccc3)CC2)c(OC)c1 was read as FBA Mtb inh 1, BioA inh 0.9, FadD28 binding -2.1, Anthrax LF inh2 -1, GDH-TPI counter -12, UGM FP inh -4.6, PfHsp40 yeast 0.5, BoNT F protease 9 and BoNT A protease 0.4.
For O=C1C(C2=NC(c3ccccn3)C3C(=O)N(c4ccc(Cl)cc4Cl)C(=O)C23)=C(O)c2ccccc21 (configuration not stated) the results were FBA Mtb inh 3, FadD28 binding -1.6, Anthrax LF inh2 -4, GDH-TPI counter 4, UGM FP inh 2.4, PfHsp40 yeast -0.6, BoNT F protease -1 and BoNT A protease -0.7.
For Cc1onc(-c2c(Cl)cccc2Cl)c1C(=O)Nc1ccc(N2CCOCC2)cc1 the results were FBA Mtb inh -1, BioA inh -0.3, FadD28 binding -2.3, Anthrax LF inh2 -3, GDH-TPI counter -10, UGM FP inh -1.7, PfHsp40 yeast 0.5, BoNT F protease inconclusive and BoNT A protease 1.3.
Screening Cn1nc(C(C)(C)C)cc1C(=O)N1CCCCC1c1cc(C(=O)Nc2ccccc2Cl)no1 (configuration not stated) returned FBA Mtb inh 3, BioA inh 0.0, FadD28 binding -1.6, Anthrax LF inh2 -4, GDH-TPI counter 9, BoNT F protease 0 and BoNT A protease 0.7.
CCCOc1ccc(C(=O)Nc2cc(-c3nn4c(C)nnc4s3)ccc2C)cc1 was read as FBA Mtb inh 4, BioA inh -2.0, FadD28 binding -1.0, Anthrax LF inh2 -9, GDH-TPI counter 11, UGM FP inh 0.3, PfHsp40 yeast -0.9, BoNT F protease -4 and BoNT A protease -0.6.
C[C@H](O)C#Cc1cnc2c(c1)C(=O)N([C@H](C)CO)C[C@@H](C)[C@@H](CN(C)Cc1ccc(-c3ccccc3)cc1)O2 was read as FBA Mtb inh -2, BioA inh -3.1&1.4&2.0, FadD28 binding -2.9, Anthrax LF inh2 -4, GDH-TPI counter 0, BoNT F protease -3 and BoNT A protease 0.0.
COc1ccccc1CNC(=O)C1CCN(S(=O)(=O)c2ccc3c(c2)OCCCO3)CC1 was read as FBA Mtb inh 2, BioA inh -1.5, FadD28 binding -0.8, Anthrax LF inh2 -1, GDH-TPI counter -7, UGM FP inh -0.5, PfHsp40 yeast -0.1, BoNT F protease -14 and BoNT A protease -1.9.
`COc1cc(SC)ccc1C(=O)OC(C)C(=O)Nc1ccc(NC(C)=O)cc1` (configuration not stated) gave FBA Mtb inh -1, BioA inh 0.6, FadD28 binding -0.1, Anthrax LF inh2 -3, GDH-TPI counter 0, UGM FP inh 3.3, PfHsp40 yeast 0.1, BoNT F protease -3 and BoNT A protease -1.7.
For COc1ccc(N(C(=O)COc2ccccc2)C2C=CS(=O)(=O)C2)c(OC)c1 (configuration not stated) the results were FBA Mtb inh 1, BioA inh 0.8, FadD28 binding -0.6, Anthrax LF inh2 -7, GDH-TPI counter 6, UGM FP inh -0.4, PfHsp40 yeast -0.2, BoNT F protease -5 and BoNT A protease -0.7.
`CC1CC(C)CN(C(=O)COC(=O)c2ccc3ncsc3c2)C1` (configuration not stated) gave FBA Mtb inh -1, BioA inh 1.0, FadD28 binding -1.8, Anthrax LF inh2 1, GDH-TPI counter 9, UGM FP inh -3.0, PfHsp40 yeast -1.8, BoNT F protease 1 and BoNT A protease -0.1.
`O=C(NN=Cc1c(F)cccc1F)c1ccccc1NS(=O)(=O)c1cccs1` gave FBA Mtb inh 6, BioA inh 0.2, FadD28 binding -1.6, Anthrax LF inh2 0, GDH-TPI counter 9, UGM FP inh 2.3, PfHsp40 yeast 1.1, BoNT F protease -3 and BoNT A protease -0.2.
For COc1ccc(C(=O)NCC(=O)OCC(=O)N2CCC(C)CC2)cc1OC the results were FBA Mtb inh 3, FadD28 binding 2.8, Anthrax LF inh2 0, GDH-TPI counter -4, UGM FP inh -0.8, PfHsp40 yeast -0.3, BoNT F protease -11 and BoNT A protease -0.8.

Structures shown so far that have an aryl thioether with sulfur outside any ring, in the order listed:
CC(Sc1nnnn1-c1ccccc1)C(=O)NC1CCCC1 (configuration not stated) was read as FBA Mtb inh -1, BioA inh -0.7, FadD28 binding -1.1, Anthrax LF inh2 -4, GDH-TPI counter 2, UGM FP inh -0.1, PfHsp40 yeast 0.9, BoNT F protease 0 and BoNT A protease 4.7.
For COc1ccc(CNCCCSc2ncccn2)c(OC)c1 the results were FBA Mtb inh 5, BioA inh 2.2, FadD28 binding -0.9, Anthrax LF inh2 -3, GDH-TPI counter -6, UGM FP inh 1.9, PfHsp40 yeast 2.2, BoNT F protease inconclusive and BoNT A protease 0.0.
`CC(Sc1ccc(S(=O)(=O)N(C)C)cn1)C(=O)NC1CCCC1` (configuration not stated) gave FBA Mtb inh 2, BioA inh -0.1, FadD28 binding -2.2, Anthrax LF inh2 1, GDH-TPI counter 8, UGM FP inh -17, PfHsp40 yeast 0.5, BoNT F protease -1 and BoNT A protease 0.3.
For COc1ccccc1NC(=O)CSc1nnnn1-c1ccccc1OC the results were FBA Mtb inh 0, BioA inh -1.5, FadD28 binding -3.8, Anthrax LF inh2 -1, GDH-TPI counter 6, UGM FP inh 1.4, PfHsp40 yeast -0.4, BoNT F protease inconclusive and BoNT A protease 1.2.
`COc1cc(SC)ccc1C(=O)OC(C)C(=O)Nc1ccc(NC(C)=O)cc1` (configuration not stated) gave FBA Mtb inh -1, BioA inh 0.6, FadD28 binding -0.1, Anthrax LF inh2 -3, GDH-TPI counter 0, UGM FP inh 3.3, PfHsp40 yeast 0.1, BoNT F protease -3 and BoNT A protease -1.7.
